Screening results deposited in PubChem by National Center for Advancing Translational Sciences (NCATS).
Pol eta inh = blocks human DNA polymerase eta activity; Q9Y253; Potency, µM (highest dose often 114 µM), without a hit: at the highest dose activity change, negative = inhibition, most hits filed as inhibitors; 390,000 compounds, 1.2% hits; recombinant Pol eta, fluorescent DNA replication assay; note: potency is the fitted concentration of half-maximal effect; % is set by controls: 0 for no effect and ±100 for the full control effect
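Pol eta (10 nM) was preincubated with compounds for 15 min at room temperature, after which fluorescent replication substrate (50 nM final) was added to start the reaction. Fluorescence was read kinetically at 0 and 10 min.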
Apoferritin bind = binds horse apoferritin like a general anesthetic; P02791; apoferritin/1-aminoanthracene competitive binding, fluorescence; Potency, µM (series often up to 77.5 µM), for the others: top-dose activity change, negative = displacement, most hits filed as inhibitors; 350,000 compounds, 0.074% hits; AID 485281; note: potency is the fitted concentration of half-maximal effect; % is set by controls: 0 for no effect and ±100 for the full control effect; nearly all actives have a fitted effect of over 20% in size
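Horse-spleen apoferritin (10 uM) in 50% saturated 1-aminoanthracene in PBS was incubated 10 min at room temperature with compound. Fluorescence (ex 380, em 535 nm) was normalized to free and bound 1-AMA, with concentration-response fitted by a four-parameter Hill equation.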
RGS4 inhibitor = human RGS4 inhibition; P49798; Transcreener GDP fluorescence polarization, RGS4-accelerated GTP hydrolysis; Potency, µM (doses to about 114 µM), for inactives: at the top dose activity change, negative = inhibition, hits mostly inhibitors; 390,000 compounds, 0.039% hits; note: potency is the fitted concentration of half-maximal effect; % is set by controls: 0 for no effect and ±100 for the full control effect; nearly all actives have a fitted effect of over 75% in size; some results filed as inactive show a strong effect at the top dose
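MLSMR compounds (23 nl, pin-transferred) preincubated 10 min at room temperature with a 500nM (2x) first reagent, then RGS4 at 900nM (2x) plus Transcreener GDP mix added; fluorescence polarization (620/688 nm) read before and after 90 min at 30 °C.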
Pol kappa inh = inhibitors of human DNA polymerase kappa; purified Pol kappa, fluorescent DNA synthesis assay, 10 min; Potency, µM (top dose mostly 107 µM), inactives show at the top dose activity, negative = inhibition, hits mostly inhibitors; 400,000 compounds, 0.53% hits; note: potency is the fitted concentration of half-maximal effect; % is set by controls: 0 for no effect and ±100 for the full control effect
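Fluorescent qHTS in 1536-well format: enzyme (10 nM) and compound sat 15 min at room temperature before 50 nM substrate (final) was added. Signal taken at 0 and 10 min; no-enzyme buffer wells were negative controls.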
POLB inh = inhibitors of human DNA polymerase beta | Pol beta primer extension/strand displacement, fluorescence kinetic | AID 485314 | 340,000 compounds, 1.3% hits | Potency, µM (top dose mostly 114 µM), for inactives: at the top dose activity change, negative = inhibition, most hits filed as inhibitors; note: potency is the fitted concentration of half-maximal effect; % is set by controls: 0 for no effect and ±100 for the full control effect
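Enzyme-only controls used 10 nM Pol beta; buffer lacking enzyme served as negative control. Compound preincubated 15 min, then 50 nM substrate added; 0 and 10 min reads at room temperature.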
12-LOX inh = inhibitors of human 12S-lipoxygenase ALOX12 | P18054 | purified 12hLO, xylenol orange hydroperoxide absorbance | Potency, µM (series often up to 108 µM), without a hit: at the highest dose activity change, negative = inhibition, actives largely listed as inhibitors | 580,000 compounds, 1.1% hits | AID 1671190; note: potency is the fitted concentration of half-maximal effect; % is set by controls: 0 for no effect and ±100 for the full control effect
Target sequence (P18054 whole entry, looked up): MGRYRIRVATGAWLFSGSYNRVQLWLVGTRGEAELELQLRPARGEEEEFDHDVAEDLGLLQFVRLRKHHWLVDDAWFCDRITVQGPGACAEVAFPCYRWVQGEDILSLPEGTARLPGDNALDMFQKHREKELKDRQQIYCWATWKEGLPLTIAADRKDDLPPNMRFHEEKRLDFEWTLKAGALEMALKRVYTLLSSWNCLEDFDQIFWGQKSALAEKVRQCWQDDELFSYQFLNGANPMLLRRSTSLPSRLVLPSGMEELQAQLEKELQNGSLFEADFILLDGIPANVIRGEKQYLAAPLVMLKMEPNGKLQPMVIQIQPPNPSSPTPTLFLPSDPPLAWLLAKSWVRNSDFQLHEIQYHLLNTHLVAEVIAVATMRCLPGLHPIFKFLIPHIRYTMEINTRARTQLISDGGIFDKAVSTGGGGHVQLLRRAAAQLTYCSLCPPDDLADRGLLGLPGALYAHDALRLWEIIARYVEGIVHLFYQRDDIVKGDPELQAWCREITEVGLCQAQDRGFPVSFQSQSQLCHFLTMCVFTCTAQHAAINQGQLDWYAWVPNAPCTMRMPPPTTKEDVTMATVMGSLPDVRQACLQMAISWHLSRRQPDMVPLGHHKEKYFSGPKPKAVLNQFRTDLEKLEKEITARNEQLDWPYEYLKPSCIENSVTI
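Purified human 12hLO (150 nM final) in 25 mM Hepes, 0.01% Triton X-100, pH 7.0 was preincubated 15 min at room temperature with compound. Then 40 uM arachidonic acid was added, 30 min. Hydroperoxide was read by Fe-XO absorbance ratio 573/405 nm.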
APE1 inh = APE1 (human) endonuclease inhibition | Potency, µM (series often up to 65.8 µM), without a hit: at the top dose activity change, negative = inhibition, usual class: inhibitors | recombinant APE1, TAMRA/BHQ-2 abasic DNA cleavage fluorescence | 350,000 compounds, 0.35% hits | AID 2517 | P27695;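 note: potency is the fitted concentration of half-maximal effect; plate controls were vehicle for no effect and reference inhibitor for full effect; nearly all actives have a fitted effect of over 55% in size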
Target sequence (P27695 whole entry, looked up): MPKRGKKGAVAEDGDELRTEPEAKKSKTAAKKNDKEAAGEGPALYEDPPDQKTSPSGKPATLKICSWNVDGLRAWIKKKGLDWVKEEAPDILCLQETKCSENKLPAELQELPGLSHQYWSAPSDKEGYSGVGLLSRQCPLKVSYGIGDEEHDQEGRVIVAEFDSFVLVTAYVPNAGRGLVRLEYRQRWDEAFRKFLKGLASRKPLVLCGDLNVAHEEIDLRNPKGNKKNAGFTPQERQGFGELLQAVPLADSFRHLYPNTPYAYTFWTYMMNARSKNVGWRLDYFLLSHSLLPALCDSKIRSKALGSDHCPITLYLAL
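Step 1: APE1 (0.75 nM) with compound, 15 min RT. Step 2: add 50 nM fluorophore/quencher THF duplex. Step 3: three fluorescence reads 60 s apart (525/598 nm); read 3 minus read 1 = reaction progress.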
LDHA inh = LDHA (human) enzyme inhibition. P00338. purified LDHA, NADH/diaphorase-resazurin fluorescence; active compounds read low. activity change, % (values are at about 110 or 230 µM). 480,000 compounds, 0.15% hits; in the data active = activity change below about -30%; inconclusive = mostly about -25% to -30%;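 note: plate controls were DMSO wells for no effect and wells without enzyme for full effect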
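Resorufin fluorescence (ex540/em590), read at 0 and 20 min after diaphorase/resazurin addition, reports the NADH left after a 5 min room-temperature reaction of 2 nM human LDH5 with 0.06 mM NADH and 0.2 mM pyruvate.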
ERG-DNA inh = ERG Ets/DNA interaction inhibition. P11308. fluorescence polarization, His-ERG Ets domain / labelled DNA. Potency, µM (doses to about 76.9 µM), without a hit: at the top dose FP activity, negative = inhibition, most hits filed as inhibitors. 370,000 compounds, 0.028% hits. AID 624246; active = well fitted inhibition curve with a large enough effect in the polarisation, with a control signal flat; inconclusive = small, poorly fitted or top-dose-only effect, or effect the other way, or a change in a side signal; inactive = no such curve, though single readings can be large or run the other way; the % refers to the polarisation;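 note: polarization taken with two DNA probes labelled with fluorescein and Texas red; potency is the fitted concentration of half-maximal effect; % of control where 0% means no effect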
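His-tagged ERG Ets domain (1 uM in the protein solution; 300mM KCl, 50mM Tris-HCl, 1mM EDTA, 1mM DTT, pH 7.5) received compound, then a probe mix of 5 nM fluorescein-DNA and 100nM Texas-615-DNA. Fluorescence polarization was read for both dyes.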
Starred values were filed as active, the others as inactive; ? = inconclusive; nt = no result given; & = joins results of further samples; [ ] = dose if it differs, or a comment. Unless noted, calls come from the whole dose curve; as a rule, active = well fitted curve in the direction sought with a large enough effect; inconclusive = small, poorly fitted or top-dose-only effect, or another doubt; inactive = no such curve, though single readings can be large; an effect the other way counts as inactive or inconclusive. Not all compounds are listed, so the mix of outcomes need not match the whole.

SMILES	Pol eta inh	Apoferritin bind	RGS4 inhibitor	Pol kappa inh	POLB inh	12-LOX inh	APE1 inh	LDHA inh	ERG-DNA inh
Cc1ccc(S(=O)(=O)/N=c2\ccc(Cl)cn2C(F)F)cc1	4%	-7%	28%	-2%	-4%	-9%	-5%	-13	-11%
Cc1ccccc1NC(=O)N1CCNC(=O)C1CC(=O)Nc1cc(Cl)ccc1Cl (centres undefined)	-19%	-6%	-51%	-4%	3%	-2%	-3%	-4	-5%
CC1CCCN(C(=O)C2CCN(S(=O)(=O)c3cccc4nsnc34)CC2)C1 (centres undefined)	-13%	-1%	-4%	4%	-1%	-6%	59%[activator]	-1	-4%
O=C(COC(=O)C1=COCCO1)Nc1c(F)cccc1F	-10%	nt	0%	-7%	nt	-13%	2%	-3	1%
Cc1cccc(NC(=O)c2cc(NC(=O)CCCC(=O)O)ccc2Cl)n1	5%	-16%	-4%	-2%	31%	-11%	13%	-3	-7%
O=C(c1ccccc1)N1CCN(c2ccc([N+](=O)[O-])cc2-n2cccc2)CC1	-16%	-10%	11%	-1%	2%	-11%	-4%	0	-6%
C=CCn1c(=O)c(C(=O)NCc2ccc3c(c2)OCO3)c(O)c2ccccc21	-5%	-2%	-1%	-12%	3%	5%	18%	-2	4%
COc1ccccc1/C=C/C(=O)Nc1cccc(S(=O)(=O)N2CCOCC2)c1	-24%	nt	-33%	-12%	nt	-12%	12%	-5	nt
c1ccc2c(NC3=NCCCCS3)cccc2c1	-14%	4%	1%	5%	1%	10%	-2%	1	4%
CCCCN(CCCC)CCNC(=O)c1cn(C)c2ccc(S(=O)(=O)N3CCOCC3)cc2c1=O	-16%	-4%	-12%	3%	0%	-8%	nt	-5	0%
Cc1ccc(N(CC(=O)N2CCCCC2)S(=O)(=O)c2ccc(C)cc2)cc1	-17%	-12%	15%	1%	27%	-5%	-4%	-12	1%
CC(SC1=NCCN1S(C)(=O)=O)c1ccccc1 (centres undefined)	-14%	4%	-12%	4%	5%	19%	22%	-2	-9%
O=C(NC1CCS(=O)(=O)C1)c1cc(-c2ccccc2)nc2ccccc12 (centres undefined)	-2%	-2%	-6%	-3%	-11%	-2%	-5%	-12	1%
CCCn1c(=N)c(C#N)cc2c(=O)n3ccccc3nc21	-18%	13%	2%	-4%	6%	-18%	3%	-1	4%
COc1cc(/C=N/NC(=S)Nc2cccnc2)cc(OC)c1OC	-2%	-3%	-28%	-1%	12%	-5%	-1%	-11	15%
CN(C)CCCO[C@@H]1[C@H]2OC(C)(C)O[C@H]2O[C@@H]1[C@H](O)CO	-17%	nt	3%[56.9 µM]	-1%[60.1 µM]	nt	16%	-1%	-7	-8%
CC(C)(C)OC(=O)N1CCC[C@H]1c1nnc(SCc2ccc(Cl)cc2)o1	-9%	-13%	-5%	1%	-25%	0%	-2%	-3	-4%[15.4 µM]
COc1ccc(S(=O)(=O)Nc2cc3[nH]c(=O)oc3cc2C)cc1	-3%	1%	24%	-20%	22%	-3%	-16%	2	-4%
COc1ccc(NC(=O)c2ccc(-c3ccccc3)cc2)cc1NS(=O)(=O)c1ccc(F)cc1	-20%	-4%	15%	-5%	-25%	-12%	?	-7	2%
COc1ccc(OC)c(CNC(=O)c2ccccc2NC(=O)c2nsc3ccccc23)c1	10%	51%[activator]	4%	-11%[60.1 µM]	32%	-20%	nt	1	1%
Cc1ccc(CNC(=O)c2ccc(Nc3nc4ccccc4n4nnnc34)cc2)cc1	-2%	5%	24%	-23%	13%	3%	nt	-4	2%
Cc1cccc(NC(=O)CN2CCN(CC(=O)Nc3ccc(-c4ccccc4)cc3)CC2)c1C	-12%	2%	10%	6%	14%	-30%	-4%	2	2%
CC(=O)Nc1cccc(NC(=O)c2cc(-c3cccnc3)nc3ccc(Cl)cc23)c1	-17%	-24%	-30%	-10%	-26%	18%	-8%	-7	1%
Cc1cccc(NC(=O)Cn2c(=O)n(CC3CCC(C(=O)NCCc4ccccc4)CC3)c(=O)c3ccccc32)c1C (centres undefined)	-21%	-5%	1%	-4%	-25%	0%	nt	1	-1%
COc1cc2c(=O)n(Cc3ccccc3)c(=O)n(CC(=O)C(C)(C)C)c2cc1OC	7%	-11%	1%[56.9 µM]	2%	39%	nt	13%	-3	3%
COc1ccc(/C=C/C(=O)OCCCN(C)C)cc1	-10%	-5%	9%	-4%	3%	0%&-3%	4%	-2&-5	13%
O=C(NCC1CCCCC1)c1cccc([N+](=O)[O-])c1	-14%	?	-5%	-1%	41%[activator]	7%	-4%	0	5%
O=C(Oc1cccc2c(OC(=O)N3CCOCC3)cccc12)N1CCOCC1	-5%	-2%	11%	-9%	9%	-4%	1%	-4	0%
O=C(Nc1nccs1)c1cccc(NC(=O)C(F)(F)F)c1	-8%	3%	26%	-8%	4%	-3%	12%	-5	-1%
CC(OC(=O)c1ccc2c(=O)n3c(nc2c1)CCC3)C(=O)Nc1ccc(C(N)=O)cc1 (centres undefined)	-19%	nt	-7%	2%	nt	-19%	21%	-3	3%
COc1ccc(-c2nnc(-c3cccs3)o2)cc1OC	-14%	0%	-4%	0%	-4%	6%	5%	-1	-1%
Cc1c(Br)c([N+](=O)[O-])nn1C(C)C(=O)Nc1ccc2c(c1)OCO2 (centres undefined)	-7%	-21%	12%	-15%	19%	13%	2%	0	nt
CCCC(=O)N1CCCC(C(=O)c2ccc(OC)c(OC)c2)C1 (centres undefined)	-15%	-2%	7%	-4%	-4%	4%	26%	-1	-3%
CCOC(=O)c1c(C)n(C)c2ccc(OC(C)C(=O)OC)cc12 (centres undefined)	-8%	-7%	-12%	-2%	?	0%	-1%	0	-1%
CCc1ccc(S(=O)(=O)/N=C2\C=C(NS(=O)(=O)c3ccccc3)C(=O)c3ccccc32)cc1	89µM*	-3%	-7%	-27%	?	?	-10%	11	23%
CCOc1ccc(C(=O)Nc2ccc3nn(-c4ccc(OC)c(Cl)c4)nc3c2)cc1	-3%	6%	-10%	-14%[60.1 µM]	0%	-28%	nt	-2	2%
CC(CCc1ccccc1)NC(=O)c1ccc(C(=O)NC(C)CCc2ccccc2)cc1 (centres undefined)	-1%	-9%	35%	-6%	0%	0%	4%	-5	3%
CCCCC(=O)Nc1ccc2c(c1)oc1ccccc12	-5%	0%	-7%	-7%	-2%	0%	3%	-3	-6%
COC(=O)c1ccc(/C(O)=C(\C#N)c2nc3ccccc3s2)cc1	3%	-9%	6%	-5%	0%	6%	-11%	-1	-6%
COc1ccc(OC)c(C2CC(=O)NC(SC)=C2C#N)c1 (centres undefined)	-21%	-9%	-8%	2%	0%	-3%	-1%	1	14%
CSc1sc(C(=O)NNC(C)=O)c2c1C1(CCC2)SCCS1	-7%	-14%	21%	-4%	-1%	137%[activator]	-1%	-15	-30%
COc1ccc(N(CC(=O)NCc2ccccc2C)S(=O)(=O)c2ccccc2[N+](=O)[O-])c(OC)c1	-6%	?	9%	-8%	21%	-13%	-10%	1	-1%
Cc1ccc(C)c(NC(=S)N/N=C2/CCCCc3ccccc32)c1	-12%	-4%	-18%	-2%	21%	50µM*	1%	-1	-5%
O=C(Nc1ccc2c(c1)OCO2)C1CCN(C(=O)c2ccc(Br)cc2)CC1	-12%	-10%	1%	-13%	3%	-25%	3%	-3	0%
Cc1ccc(C(C)C)c(OCC(=O)NCC2(N(C)C)CCCCC2)c1	-7%	-1%	-2%	7%	-11%	-20%	nt	0	-3%
COc1ccc(C(=O)COC(=O)c2ccn(C)n2)cc1	-2%	-20%	-8%	4%	41%	2%	16%	-7	1%
CCC1(c2ccc(F)cc2)NC(=O)N(CC(=O)N(CCC#N)c2ccccc2)C1=O (centres undefined)	-18%	-13%	4%	-11%	16%	-6%	-20%	-2	6%
COc1cccc(C2c3[nH]c4ccccc4c3C[C@H]3C(=O)N(c4ccccc4C(=O)NCCCN4CCOCC4)C(=O)N23)c1 (some centres undefined)	-21%	-17%	6%	4%	0%	-18%	2%	-13	2%
CCCNC(=O)C(Cc1cccc(Cl)c1)NC(=O)c1ccccc1 (centres undefined)	1%	nt	13%	-12%	nt	16%	-7%	-2	-3%
COc1ccccc1NC(=O)Nc1ccc(-n2ccc(C(F)(F)F)n2)cc1	-15%	?	-24%	-1%	-13%	?	-7%	1	-14%
COCC(C)Nc1ncnc2c1cnn2-c1ccc(C)c(C)c1 (centres undefined)	-20%	-5%	6%	-5%[60.1 µM]	-4%	1%	nt	-15	-15%
COC(=O)NNC1=CC(=O)CC(C)(C)C1	-13%	0%	-4%	-9%	-2%	-4%	-4%	-17	4%
Cc1cccc(C)c1OCc1nnc(SCC(=O)Nc2ccc(N3CCOCC3)cc2)o1	-24%	3%	-33%	7%	7%	-5%	58%	-3	7%

Two neighbouring records out of the list so far, for reference:
SMILES	Pol eta inh	Apoferritin bind	RGS4 inhibitor	Pol kappa inh	POLB inh	12-LOX inh	APE1 inh	LDHA inh	ERG-DNA inh
COc1ccc(C(=O)COC(=O)c2ccn(C)n2)cc1	-2%	-20%	-8%	4%	41%	2%	16%	-7	1%
CCC1(c2ccc(F)cc2)NC(=O)N(CC(=O)N(CCC#N)c2ccccc2)C1=O (centres undefined)	-18%	-13%	4%	-11%	16%	-6%	-20%	-2	6%
